Cneo AK release: causes C. neoformans cell lysis | adenylate kinase release luminescence, 4 h; normalised: neutral wells 0, clomiphene wells 100 | lysis activity, % at 15 µM | 360,000 tested, 0.2% active;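 active means mean lysis activity across replicates of at least 80%, whatever share of replicates individually reach that level; inactive means mean lysis activity below 80%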
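Signal: Adenylate kinase release luminescence | Assay system: Log-phase Cryptococcus neoformans yeast cells | Input: Cells at 5 × 10^6 per mL | Buffer or medium: Fresh YPD growth medium | Compound: Single dose | Schedule: Static 4 h at 37 °C with compound, 1 h detection | Controls: Clomiphene | Read-out: Luminescence rise reflecting yeast cell lysis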
miR-122 sensor: blocks miR-122 activity in Huh7 sensor cells. AID 602342. 340,000 tested, 0.3% active. Huh7 miR-122 Renilla luciferase sensor, 48 h; neutral wells = 0, positive control = 100. activation (reporter increase), % at 12.5 µM;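 active means mean replicate activation score at least 90 and every replicate individually at or above 90; inconclusive means only one of the two criteria met; inactive means neither criterion met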;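 further: higher luciferase means less miR-122 activity so hits act as miR-122 inhibitors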
LGR2 inh: blocks bursicon-induced cAMP signaling via Drosophila LGR2; HEK293 LGR2, CRE-luciferase, bursicon-stimulated, 4 h; inhibition, % at 9.99 µM; 380,000 tested, 0.35% active;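 active means drop in luminescence signal, shown as inhibition above about 50% in the replicate tests, limit read from the data, passing the limit was not always enough; inconclusive means probably only some replicates passing the limit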;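 further: agonist challenge used bursicon conditioned medium at about half maximal strength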
Casp6 inh: inhibitors of human caspase-6. P55212. purified caspase-6, Z-VEID-R110 cleavage fluorescence. inhibition, % at 12.5 µM. 350,000 tested, 0.53% active;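 active means mean inhibition across replicates at least about 35%, with every replicate also reaching that limit, limit read from the data; inconclusive means only one of the two criteria met; inactive means neither criterion met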;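 further: 0% = median of neutral control wells and 100% = no fluorescence left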
Target sequence (P55212 24-179 limits assumed): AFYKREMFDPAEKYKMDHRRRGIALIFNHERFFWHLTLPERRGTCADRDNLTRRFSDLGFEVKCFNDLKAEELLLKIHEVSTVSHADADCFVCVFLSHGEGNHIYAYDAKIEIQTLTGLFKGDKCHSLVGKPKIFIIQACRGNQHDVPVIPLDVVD
Target sequence (P55212 194-293 limits assumed): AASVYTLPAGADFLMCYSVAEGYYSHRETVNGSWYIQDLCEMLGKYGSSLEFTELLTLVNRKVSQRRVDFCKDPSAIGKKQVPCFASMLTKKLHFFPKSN
PGC1a acetyl inh: modulators of PGC1a acetylation; AID 651687; 350,000 tested, 0.17% active; U2OS PGC1a acetylation, AlphaScreen anti-acetyl-lysine; with virally co-expressed GCN5 acetyltransferase; inhibition, % at 15.6 µM;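 active means every replicate shows inhibition of at least 40%; inconclusive means mean inhibition at least 40% but some replicate below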;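 further: 0% = neutral control wells and 100% = positive control wells; some results beyond the cut were filed as inactive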
EWS-Fli block: inhibitors of EWS/Fli oncoprotein transcriptional activity; 350,000 tested, 0.67% active; inhibition, % at 12.6 µM; AID 651661; A673 NR0B1-luciferase reporter, viability-normalised;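 active means mean inhibition of at least 50% after viability correction, with every replicate also passing that limit; inconclusive means mean reaches 50% but only one of two replicates passes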;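 further: firefly luciferase signal divided by Alamar Blue viability fluorescence both relative to DMSO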
FN deposition inh: fibronectin deposition inhibition | AH1F fibroblasts, Alexa488-fibronectin deposition fluorescence, overnight | inhibition, % at 12.6 µM | 350,000 tested, 0.086% active | AID 743247;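 active means mean inhibition across replicates of 30% or more, regardless of how many single replicates reach that level; inconclusive means mean under 30% yet at least half of replicates reach 30%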;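 further: positive control wells lacked labelled fibronectin entirely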
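Material: AH1F fibroblasts assembling fluorescent fibronectin matrix; amount: 10000 AH1F cells/well; medium: DMEM, 2% serum; reagent: Alexa488-fibronectin, 24 nM final in well; dosing: single compound dose, delivered by pin transfer; incubation: 1 h adhesion, overnight exposure; detection: fluorescence after three HBSS washes, excitation 485 nm, emission 525 nm; measure: fibronectin deposition inhibition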
PAX8 reporter: inhibitors of PAX8 transcriptional activity in RMG-I cells; RMG-I TPO-luciferase reporter, SteadyGlo, 24 h; inhibition, % at 12.6 µM; 360,000 tested, 1.2% active;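 active means mean replicate inhibition at least 60% with every replicate also reaching 60%; inconclusive means only one of the two criteria is met; inactive means mean below 60% and not all replicates reaching 60%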;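 further: luciferase light reporting Pax8 driven TPO promoter activity; plate controls were median of neutral control wells for no effect and mitoxantrone controls for full effect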
An asterisk follows results filed as active; ? = inconclusive; · = no result given; [ ] = another dose, or the depositor's remark.

nr	mol	Casp6 inh	Cneo AK release	FN deposition inh	LGR2 inh	miR-122 sensor	PGC1a acetyl inh	PAX8 reporter	EWS-Fli block
1	COC(=O)[C@]12CCCCC=C1N(CCC1=CCCCC1)C(=O)[C@H](CC(=O)NCC1CCCCC1)C2	-0.4	·	-7.9	18.8	·	·	15.3	0.9
2	COCC(=O)Nc1ccc2c(c1)C(=O)N(C)C[C@@H](OC)[C@@H](C)CN(C(=O)Cc1ccccn1)[C@@H](C)CO2	-1.4	2.3	3.3	-2.1	·	-1.0	-15.1	-4.3
3	CS(=O)(=O)N(CC(=O)N1CCCCC1)c1ccc2c(c1)OCO2	1.5	-2.7	·	8.7	-6.1	0.9	·	5.5
4	O=C(NCCc1ccccc1)c1ccccc1C(=O)NCCc1ccccc1	-2.5	-1.5	5.4	-30.4	5.0	14.7	-6.8	-53.9
5	O=C(Nc1cccc2cccnc12)c1cccc([N+](=O)[O-])c1	-2.4	2.2	-13.4	-36.9	·	·	-38.3	-119.3
6	C[C@H]1CN([C@@H](C)CO)S(=O)(=O)c2ccc(-c3ccccc3F)cc2O[C@H]1CN(C)CC1CC1	-3.5	-1.9	-9.2	0.6	·	2.1	·	10.9
7	O=S(=O)(c1ccccc1F)N1CCc2ccccc2C1	1.6	0.0	-4.1	3.6	·	·	2.2	-4.8
8	CCN(C[C@@H]1[C@@H](c2ccc(-c3ccccc3F)cc2)[C@@H](CO)N1C(C)=O)C(C)=O	-0.5	·	12.5	-4.2	·	·	·	-0.4
9	CCCS(=O)(=O)c1ccc(COC(=O)Cc2ccc([N+](=O)[O-])cc2)cc1	-2.3	0.7	-2.0	-1.2	-0.3	13.1	13.0	3.3
10	O=C1/C(=C/c2ccco2)SC(=S)N1C1CCS(=O)(=O)C1 (configuration not stated)	22.1	·	-17.0	55.1*	·	0.4	8.8	-2.1
11	CCOC(=O)c1sc(NC(=S)NC(=O)c2ccco2)nc1C	·	-0.9	6.9	-45.2	-3.6	1.9	-31.5	·
12	O=C(NCCN1CCN(c2ccccc2F)CC1)C1CCCN(S(=O)(=O)c2cnc[nH]2)C1 (configuration not stated)	-0.1	-1.1	-4.4	-2.5	0.2	-1.6	7.8	1.2
13	COc1ccccc1N1CCN(CCNC(=O)Nc2cccc(C)c2C)CC1	·	0.4	0.2	·	-8.7	-7.3	19.5	·
14	Cc1ccc(N(CC(O)Cn2c3ccccc3c3ccccc32)S(C)(=O)=O)cc1 (configuration not stated)	-0.7	-0.9	·	24.4	0.6	-7.9	·	1.7
15	CN(C)C(=O)c1ccc(-c2ccc([C@H]3[C@H]4CN(C(=O)CC5CC5)CC(=O)N4[C@H]3CO)cc2)cc1	-0.8	·	5.6	2.7	·	?	-8.6	2.2
16	O=C1c2ccccc2C(Nc2cccnc2)N1Cc1ccccc1Cl (configuration not stated)	-1.4	1.6	10.0	·	·	·	-3.2	4.2
17	COc1ccc(N=C2SC(CC(=O)Nc3ccccc3)C(=O)N2CCc2ccccn2)cc1 (configuration not stated)	·	-4.4	·	36.6	-4.1	-8.2	·	·
18	CO[C@@H]1CN(C)C(=O)c2cc(NC(=O)C3CC3)ccc2OC[C@H](C)N(C(=O)c2cnccn2)C[C@H]1C	1.0	38.2	6.3	-8.2	·	2.4	-3.0	1.0
19	CC1(C)CC(=O)c2cc(OCC(=O)NCCN3CCOCC3)ccc2O1	·	-0.7	-0.2	·	-6.5	-4.9	-8.1	·
20	CCC(Cc1ccccc1)NC(=O)C1CCN(S(=O)(=O)c2c(C)noc2C)CC1 (configuration not stated)	·	2.4	9.6	·	-2.1	-0.1	·	·
21	CCC(C(=O)NC1CCCCC1)n1c(SCc2cccc(C)c2)nc2ccncc21 (configuration not stated)	-3.1	-1.5	18.4	-18.7	2.6	-12.3	-36.9	-4.0
22	CC(NCc1ccccc1)c1ccccc1O (configuration not stated)	-5.4	·	-9.9	12.0	·	·	16.7	2.7
23	C/C=C/c1cnc2c(c1)C(=O)N([C@@H](C)CO)C[C@@H](C)[C@H](CN(C)C(=O)Nc1ccccc1F)O2	2.4	-3.9	·	-2.0	3.4[16.7 µM]	8.5	·	-0.1
24	COc1cccc(-c2ccc3n(c2=O)C[C@@H]2[C@@H](CO)[C@H](C(=O)N(C)C)[C@H]3N2C(=O)c2cnccn2)c1	3.6	-2.7	·	6.3	-7.1[16.7 µM]	·	1.0	0.7
25	O=C(Nc1cc(F)ccc1F)N1CCCCN2[C@H](CO)[C@H](c3ccc(-c4ccccc4)cc3)[C@H]2C1	-0.8	3.3	·	6.1	-21.2[16.7 µM]	-46.1	9.1	·
26	COc1ccc(CN(C)C[C@H]2OCCCC[C@H](C)Oc3ccc(NS(=O)(=O)c4c(C)noc4C)cc3C(=O)N([C@@H](C)CO)C[C@@H]2C)cc1	·	0.9	·	-8.3	7.3[16.7 µM]	-2.0	-24.9	1.7
27	NC(=O)c1c(NC(=O)c2ccccc2Cl)sc2c1CCC2	2.0	2.5	-1.0	5.7	2.2	-17.3	-92.7	-95.9
28	CNC[C@H]1Oc2c(NC(=O)Nc3ccc(OC)cc3)cccc2C(=O)N([C@H](C)CO)C[C@H]1C	0.3	9.0	-2.4	4.7	-9.0[16.7 µM]	-10.6	-39.4	1.6
29	O=C(NC1CCCC1)c1cnn2c(C(F)(F)F)cc(-c3ccco3)nc12	·	-2.7	-1.4	·	-9.7	-19.9	·	·
30	O=C(C[C@H]1CC[C@H]2[C@@H](COC[C@@H](O)CN2Cc2cc(F)ccc2F)O1)N[C@@H]1CCN(Cc2ccccc2)C1	-1.0	3.1	-5.1	-5.6	2.0[16.7 µM]	5.7	-5.3	5.7
31	CCOc1ccc(NC(=O)CN(C)C(=O)CCNC(=O)c2ccc(Br)cc2)cc1OCC	1.8	0.5	-8.0	14.3	·	·	5.2	-3.5
32	Cc1ccc(OCCC(=O)NNC(=O)c2ccc(Br)cc2)cc1	-2.8	0.0	-0.6	-2.3	-0.2	·	3.9	-8.1
33	C[C@H]1CN(c2ccc(Br)cc2)C(=O)[C@@H]1CC(=O)Nc1ccc(Br)cc1	0.0	-0.8	3.7	10.5	1.7	4.7	3.2	0.6
34	Cc1nc2sc(C(c3cccc(F)c3)N3CCC(C)CC3)c(O)n2n1 (configuration not stated)	·	1.2	1.0	·	10.7	8.8	5.6	·
35	C=CCNC(=O)c1cc(-c2ccccc2)sc1N	-2.7	·	·	-24.1	·	·	-13.7	-12.6
36	CNC[C@@H]1Oc2ccc(NC(=O)c3ccncc3)cc2CC(=O)N([C@@H](C)CO)C[C@H]1C	-4.9	-0.5	-17.9	6.4	26.8[16.7 µM]	18.4	-14.3	0.2
37	CCOC(=O)N1CCN(Cc2nc(CC3CC3)no2)CC1	-3.4	·	-0.5	·	·	·	-53.5	-27.5
38	CC1CCc2ccccc2N1C(N)=Nc1ccccc1 (configuration not stated)	-0.8	-0.8	-1.2	-0.4	·	8.0	21.2	12.3
39	C[C@H]1CNC(=O)c2c(C(=O)N[C@@H](Cc3c[nH]c4ccccc34)C(=O)OC(C)(C)C)ncn21	2.3	·	11.8	4.6	0.2	-8.9	-3.6	-18.6
40	CC(C)NC(=O)N[C@H]1CC[C@@H](CC(=O)N2CCCCC2)O[C@@H]1CO	2.2	-0.8	7.6	25.0	-4.4[16.7 µM]	8.5	0.8	-2.0
41	N#CCC(=O)N/N=C/c1ccc(Cl)cc1	-0.4	-1.4	-1.4	-3.5	3.8	-6.0	-18.0	-1.9
42	CCOC(=O)c1c(NC(=S)NCc2ccccc2)sc2c1CCN(C(=O)OCC)C2	-4.0	4.5	3.8	3.1	0.8	-7.0	-3.3	6.4
43	CNS(=O)(=O)c1ccc(CCC(=O)N2CCN(c3ccccc3OC)CC2)cc1	-1.4	-1.7	-3.5	-4.6	-1.3	5.7	3.6	12.3
44	Cc1cn([C@H]2C[C@H](O)[C@@H](CNCc3cccc(OC4CCCC4)c3)O2)c(=O)[nH]c1=O	-4.2	-1.5	3.0	-8.7	-2.3	-2.6	-3.6	-3.3
45	C[C@H](CO)N1C[C@H](C)[C@H](CN(C)Cc2cccnc2)OCc2cnnn2CCCC1=O	-1.9	-14.1	-6.7	-7.9	-1.8[16.7 µM]	7.6	·	0.8
46	Cc1cccc(C)c1NC(=O)CN(C)C(=O)C1CCCCC1	-2.3	0.0	-5.5	11.3	4.2	0.2	-2.8	7.2
47	Cc1cccc(OCc2nnc(SCC(=O)O)n2-c2ccccc2)c1	-1.2	5.1	2.0	-4.7	-0.9	10.2	-12.3	10.0
48	COc1ccc(NC(=O)CSc2nncc3ccccc23)cc1	0.4	·	-7.1	-3.7	·	4.0	3.1	9.8
49	O=C(O)CSc1c(-c2cccs2)[nH]c2ccccc12	7.9	0.2	-4.0	-10.6	-5.8	9.6	8.7	3.6
50	Cc1ccc(NC2=C(Cl)C(=O)OC2OC(=O)c2ccco2)c(C)c1 (configuration not stated)	·	-1.9	2.4	·	-3.2	-15.8	4.7	·

Going on with the list.
nr	mol	Casp6 inh	Cneo AK release	FN deposition inh	LGR2 inh	miR-122 sensor	PGC1a acetyl inh	PAX8 reporter	EWS-Fli block
51	CNC[C@@H]1OCCCC[C@H](C)Oc2ccc(NS(=O)(=O)c3ccc(Cl)cc3)cc2C(=O)N([C@@H](C)CO)C[C@@H]1C	-5.8	6.3	·	10.9	-3.3[16.7 µM]	7.4	-28.2	-1.8
52	CO[C@@H]1CN(C)C(=O)c2cc(NC(=O)C3CCOCC3)ccc2OC[C@@H](C)N(C(=O)c2ccccc2)C[C@@H]1C	·	·	3.3	-5.7	-19.8[16.7 µM]	8.4	·	-9.5
53	Cc1cc2ncn(S(=O)(=O)N(C)C)c2cc1C	-1.3	-1.4	·	6.4	-0.6	·	·	·
54	CC(C)CNS(=O)(=O)c1ccc(CCC(=O)N2CCN(c3ccc(F)cc3)CC2)cc1	3.9	·	-1.9	10.4	-4.6	·	5.0	4.5
55	Cc1nn2c(c1-c1ccccc1)N=C(c1ccco1)CC2c1ccccc1 (configuration not stated)	·	9.2	-2.5	·	-3.4	3.9	-17.6	·
56	O=C(Cn1c(=O)c2ccccc2n(CC(=O)N2CCCCC2)c1=O)N1CCCCC1	-3.1	-1.8	0.0	0.3	-59.9	-1.9	7.9	0.6
57	CCc1ccc(S(=O)(=O)NC(=S)NC2CCCCC2)cc1	8.3	·	1.5	-14.5	11.8	14.2	6.7	3.0
58	CN(C)C(=O)C[C@@H]1CC[C@@H]2[C@H](COC[C@@H](O)CN2C(=O)c2ccncc2)O1	·	1.0	-9.1	-4.1	-2.3[16.7 µM]	1.0	-27.4	-14.7
59	O=C(CSc1ccccc1)NCCc1ccccc1	-1.4	-1.3	1.8	-25.7	-5.5	-16.8	-156.9	-48.6
60	CN(C)CCCN1C(=O)c2cccc3c(Br)ccc(c23)C1=O	-2.3	·	9.6	-16.4	·	·	6.4	20.5
61	CCN(CC)S(=O)(=O)c1ccc(C(=O)NCC(=O)NCc2ccc3c(c2)OCO3)cc1	-2.2	3.1	-0.5	-0.6	-2.3	-17.0	0.0	-0.7

Screens (PubChem BioAssay)
